# Bioassay records: PubChem, Broad Institute
# DENV2 CPE: inhibitors of DENV2 cytopathic effect, primary screen, cell-based, plate reader, single concentration | 350,000 tested, 1.7% active | CPE inhibition, % at 9.99 µM | DENV2-infected cells, cytopathic effect rescue | AID 651640, 2012; in the data active = CPE inhibition above about 20%, passing the limit was not always enough; inconclusive = no clear call, values can overlap the other calls; tested in BHK-21 cells;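 also: 0% = median of neutral control wells and 100% = median of positive control wells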
# ARNT TACC3 PPI: disruptors of ARNT/TACC3 protein interaction, primary screen, biochemical, AlphaScreen, single concentration; AlphaScreen His-ARNT PAS-B/GST-TACC3 binding, luminescence; TACC3 fragment carries E629A point mutation; 390,000 tested, 0.66% active; inhibition, % at 9.99 µM; Transforming acidic coiled-coil-containing protein 3 (Homo sapiens), Q9Y6A5;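 active = mean inhibition of replicates at least 50% and at least half of replicates each reaching 50%; inconclusive = half or more replicates reach 50% but mean below 50%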;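 also: 0% = complete ARNT plus TACC3 wells and 100% = ARNT alone without TACC3; many hits fall short of the cut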
# EWS-Fli block: EWS/Fli-driven NR0B1 reporter inhibitors, primary screen, A673 cells, NR0B1 luciferase, luminescence, MLPCN library; inhibition, % at 12.6 µM; AID 651661, 2012; 350,000 tested, 0.67% active; viability-normalised;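 active = mean inhibition of at least 50% after viability correction, with every replicate also passing that limit; inconclusive = mean reaches 50% but only one of two replicates passes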;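 also: firefly luciferase signal divided by Alamar Blue viability fluorescence both relative to DMSO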
# LGR2 inh: inhibitors of bursicon-induced LGR2 CRE-luciferase signal, primary screen, cell-based, HEK293, CRE-luciferase reporter, bursicon stimulation. Drosophila bursicon receptor LGR2 (rickets). 380,000 tested, 0.35% active. inhibition, % at 9.99 µM. bursicon-stimulated, 4 h;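 active = drop in luminescence signal, shown as inhibition above about 50% in the replicate tests, limit read from the data, passing the limit was not always enough; inconclusive = probably only some replicates passing the limit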;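 also: agonist challenge used bursicon conditioned medium at about half maximal strength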
# PAX8 inh HTS: inhibitors of PAX8-driven TPO luciferase reporter, primary screen, RMG-I cells, single concentration. SteadyGlo, 24 h. inhibition, % at 12.6 µM. 360,000 tested, 1.2% active;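 active = mean replicate inhibition at least 60% with every replicate also reaching 60%; inconclusive = only one of the two criteria is met; inactive = mean below 60% and not all replicates reaching 60%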;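 also: luciferase light reporting Pax8 driven TPO promoter activity; plate controls were median of neutral control wells for no effect and mitoxantrone controls for full effect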
# SIRT5 block: SIRT5 desuccinylase inhibitors, primary screen, biochemical, fluorescence imaging, single point, set 5. NAD-dependent protein deacylase sirtuin-5, mitochondrial (Homo sapiens), Q9NXA8. Purified SirT5, succinyl-peptide AMC, trypsin-coupled fluorescence. inhibition, % at 15 µM. 330,000 tested, 1.1% active. AID 652115, 2013; in the data active = inhibition above about 15%; inconclusive = no clear call, values can overlap the other calls
# Target sequence (Q9NXA8 whole entry, looked up): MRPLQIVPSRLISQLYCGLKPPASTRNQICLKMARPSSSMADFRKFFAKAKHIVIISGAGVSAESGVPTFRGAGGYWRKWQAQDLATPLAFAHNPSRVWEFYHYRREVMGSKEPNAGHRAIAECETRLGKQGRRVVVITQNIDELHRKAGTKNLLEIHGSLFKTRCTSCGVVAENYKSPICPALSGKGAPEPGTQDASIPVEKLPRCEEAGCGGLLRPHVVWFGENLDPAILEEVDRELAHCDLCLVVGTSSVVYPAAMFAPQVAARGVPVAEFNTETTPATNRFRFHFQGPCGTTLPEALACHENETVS
# Casp6 inh: human caspase-6 inhibitors, primary screen, biochemical, VEID-R110 fluorescence, single point, set 2 | P55212 | purified caspase-6, Z-VEID-R110 cleavage fluorescence | inhibition, % at 12.5 µM | 350,000 tested, 0.53% active | AID 686996, 2013;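 active = mean inhibition across replicates at least about 35%, with every replicate also reaching that limit, limit read from the data; inconclusive = only one of the two criteria met; inactive = neither criterion met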;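 also: 0% = median of neutral control wells and 100% = no fluorescence left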
# Target sequence (P55212 24-179 limits assumed): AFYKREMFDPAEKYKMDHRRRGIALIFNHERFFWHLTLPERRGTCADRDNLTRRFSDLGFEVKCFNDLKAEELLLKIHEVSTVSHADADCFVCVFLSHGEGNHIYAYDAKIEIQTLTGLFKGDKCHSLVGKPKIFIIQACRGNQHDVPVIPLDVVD
# Target sequence (P55212 194-293 limits assumed): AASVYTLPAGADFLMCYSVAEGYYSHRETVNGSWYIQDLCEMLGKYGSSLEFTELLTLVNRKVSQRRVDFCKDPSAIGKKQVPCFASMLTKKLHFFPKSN
# * marks the source's active call; other numbers are inactive results; ? = inconclusive; nt = no result given.
SMILES,DENV2 CPE,ARNT TACC3 PPI,EWS-Fli block,LGR2 inh,PAX8 inh HTS,SIRT5 block,Casp6 inh
CCCc1ccc(C2C3=C(CC(C)(C)CC3=O)NC3=C2C(=O)c2ccccc23)cc1 (configuration not stated),-5,-4,18,-16,nt,-2,nt
Cc1ccccc1-c1nc(CS(=O)(=O)CC(=O)NC2CC2)c(C)o1,-5,-7,-2,-4,-3,0,9
COc1cccc(S(=O)(=O)N[C@@H]2CC[C@H](CCNC(=O)Nc3cc(F)ccc3F)O[C@H]2CO)c1,0,3,-2,-9,-15,-1,-196
O=C(O)CC1S/C(=N/N=C/C2CC=CCC2)NC1=O (configuration not stated),0,10,7,-1,2,112*,3
CCOCCC(=O)Nc1ccc2c(c1)c(=O)n(C)n2C/C=C/c1ccccc1,-7,nt,60*,7,20,-20,2
CCn1ncc(Br)c1C(=O)Nc1cccc(C(C)=O)c1,1,-1,3,-4,-13,-3,0
CN(C(=O)c1ccc(NC(=O)Cc2ccc(NC(=O)C3CCN(C(=O)C4CC4)CC3)cc2)cc1)C1CCCC1,?,19,-1,-10,-6,-2,1
Cc1cccc(CCNC(=O)CCS(=O)(=O)c2ccc3nc(C)sc3c2)c1,4,nt,-2,5,8,nt,-2
O=C(Nc1ccccc1Cl)c1cc(C2CCCN(C(=O)CCCc3ccccc3)C2)on1 (configuration not stated),-4,nt,-1,3,-6,-1,-3
CC(C)CN1CCN(Cc2nc(C(C)C)cs2)CC1CCO (configuration not stated),-1,11,11,6,10,-1,-3
Cc1noc(C)c1S(=O)(=O)N(C)C[C@@H]1Oc2ccc(NC(=O)Nc3ccc(F)cc3)cc2CC(=O)N([C@H](C)CO)C[C@H]1C,0,nt,-4,-6,-7,5,1
O=C(Cc1ccccc1)Nc1ccc(NC(=O)c2ccco2)cc1,5,-2,-84,-8,-37,-5,4
Cc1ccccc1NC1=NC2(CCCC2)N=C(N)N1,5,4,17,-4,2,4,0
CCCNC(=O)N1CC2(CN(S(C)(=O)=O)C2)c2c(n(C)c3cc(OC)ccc23)[C@@H]1CO,8,nt,-10,-10,nt,-5,1
Brc1ccc(OCCCCCN2CCOCC2)cc1,5,-4,-7,nt,-17,4,-4
CCOc1ccc(CCNC(=O)C(C)n2nc(C)c3c(C)n(-c4ccccc4)nc3c2=O)cc1 (configuration not stated),8,0,11,-11,8,3,-1
COc1ccc(-n2nnnc2SCC(=O)c2ccc(OC)c(OC)c2)cc1,8,-1,11,-2,nt,-2,0
Cc1ccc(S(=O)(=O)N(C)C[C@@H]2Oc3ccc(NC(=O)Nc4ccc5c(c4)OCO5)cc3CC(=O)N([C@@H](C)CO)C[C@@H]2C)cc1,2,10,63*,-1,52,1,1
CCCN(C)C[C@H]1OCCCC[C@@H](C)Oc2ccc(NC(=O)CCCN(C)C)cc2C(=O)N([C@@H](C)CO)C[C@H]1C,7,-1,3,-2,2,1,-83
CC(=O)n1c(=O)oc2ccccc21,5,-4,2,-2,-9,-3,-1
CCCCc1c(O)nc(SCC(=O)N2CCOCC2)n(-c2ccc(OC)cc2)c1=O,-1,3,-4,-2,-4,5,0
CCOc1ccc(NC(=O)C/C(C)=N/NC(=O)COc2ccc(Br)cc2C)cc1,-1,-2,3,-2,-18,-1,-1
O=C(NCC[C@H]1CC[C@H](NS(=O)(=O)c2ccccc2)[C@@H](CO)O1)c1ccccc1F,0,2,-3,3,1,-1,0
CCOC(=O)c1sc(NNC(=O)c2ccc(F)cc2)nc1C,20,3,-1,nt,-6,-1,-2
Cc1cc(C)cc(NC(=O)C(OC(=O)c2ccc(NC(=O)CC#N)cc2)c2ccccc2)c1 (configuration not stated),-10,2,3,9,-5,-2,-2
COc1cc(C(=O)Nc2ccc(C(=O)O)cc2)ccc1OC(C)=O,4,-8,-61,-37,19,1,0
Cc1cc(C(=O)COC(=O)c2cccnc2Cl)c(C)n1-c1c(C)n(C)n(-c2ccccc2)c1=O,3,nt,-1,-7,-7,9,1
COc1cccc(C(=O)C2CN(c3ccccc3)CC2c2ccc(Cl)cc2)c1 (configuration not stated),-3,0,3,8,nt,-4,-2
CCN(CC(=O)NCc1ccc(Cl)cc1)C(=O)CNS(=O)(=O)c1ccc(NC(C)=O)cc1,-15,0,-5,-18,9,-2,4
C[C@@H]1CN([C@H](C)CO)C(=O)c2cc(NS(C)(=O)=O)ccc2O[C@@H](C)CCCCO[C@H]1CN(C)S(=O)(=O)c1ccc(F)cc1,27*,-4,-6,-6,-11,3,-3
CC1OC2CC(=O)OC2C2=C1C(=O)c1c(O)cccc1C2=O (configuration not stated),-8,nt,50,100*,nt,nt,85*
CCc1cccc(NS(=O)(=O)c2ccc3c(c2)NC(=O)CC(=O)N3)c1,4,-9,6,4,3,-2,3
COc1ccc2c3c(n(C)c2c1)[C@@H](CO)N(C(=O)Nc1cccc(F)c1)CC31CN(Cc2nccs2)C1,4,nt,6,-20,5,0,1
C[C@H](CO)N1C[C@H](C)[C@H](CN(C)C(=O)Nc2ccc(N3CCN(C)CC3)cc2)OCc2cn(nn2)CCCC1=O,-15,7,-2,0,3,0,0
O=C(O)c1ccc(-c2ccccc2)[nH]1,nt,-3,nt,-15,5,-3,-2
NC(=O)c1ccc(NC(=O)Cc2csc(-c3ccccc3)n2)cc1,-5,-3,-11,9,-24,3,-2
COc1cccc(CNC(=S)Nc2ccc3c(c2)c(=O)n(C)n3Cc2csc(C)n2)c1,-2,nt,6,-24,11,nt,6
COc1ccc(NC(=O)Nc2ccc3c(c2)C(=O)N([C@H](C)CO)C[C@@H](C)[C@H](CN(C)S(=O)(=O)c2ccc(OC)cc2)OCCCC[C@H](C)O3)cc1,-10,-18,-22,-2,11,nt,nt
Cc1nc2ccccn2c1C(=O)N/N=C/c1ccc2c(c1)OCO2,nt,5,nt,-69,-25,nt,nt
COC(=O)c1ccc(C23CC4(C2)[C@H](CN(CC2CCCCC2)[C@@H]4c2ccccc2)C3c2ccc(Cl)nc2)cc1 (some centres not stated),-5,-3,-1,-18,-1,nt,nt
COc1ccc(NC(=O)N2CCCCN3[C@H](C2)[C@H](c2ccc(-c4ccccc4C)cc2)[C@@H]3CO)cc1,27*,7,nt,17,-3,13,1
C[C@@H]1CN([C@@H](C)CO)C(=O)c2cccc(NS(=O)(=O)c3ccccc3)c2O[C@@H]1CN(C)S(=O)(=O)c1ccc(F)cc1,?,4,-15,2,7,nt,nt
COc1cccc(-c2sc3ccccc3c2-c2ccc(OCCN(C)C)cc2)c1,-7,nt,11,2,?,1,-62
O=C(CSc1ccc(-c2ccccn2)nn1)NCc1ccc(F)cc1,-4,55*,-2,0,-4,1,-1
Cc1cc(C(C)(C)C)cc(C)c1CCNC(=O)c1ccc[n+]([O-])c1,-1,-5,-47,3,24,-1,-1
Cc1csc(Nc2ccccc2)[n+]1-c1ccccc1,4,nt,0,-44,-6,-6,-1
Cc1c(C(=O)N2CCOCC2)sc(NC(=O)C(C)C)c1C#N,6,-4,2,2,4,-4,2
O=C(COC(=O)c1ccco1)NCCc1ccc(Cl)cc1,-6,1,-48,-7,-15,-2,-1
O=C(Cc1cccs1)NNC(=S)NCc1ccco1,nt,-4,-2,9,-8,-2,0
Cc1noc(C)c1S(=O)(=O)Nc1ccc2c(c1)C(=O)N([C@@H](C)CO)C[C@H](C)[C@H](CN(C)C(=O)Nc1ccccc1)O2,-11,-2,-6,0,nt,8,0
CCc1nc2c(OCc3ccc(C(=O)OC)cc3)cccn2c1N(C)C(=O)c1ccc(OC)cc1,3,nt,2,5,-1,2,3
CC(=O)N(c1ccccc1)c1nc2ccccc2s1,3,-25,-56,-25,-144,nt,-2
CC(C)NC(=O)N(C)C[C@@H]1Oc2ccc(NS(=O)(=O)c3ccc(F)cc3)cc2C(=O)N([C@@H](C)CO)C[C@H]1C,6,-7,1,3,-8,-4,1
Cc1onc(-c2ccccc2Cl)c1C(O)c1ccc(F)cc1 (configuration not stated),-3,-11,7,3,18,1,2
CCNC(=O)C1(C)CCCN1C(=O)c1ccc(F)c(Cl)c1 (configuration not stated),-2,nt,2,5,-11,nt,2
COCC(=O)Nc1ccc2c(c1)[C@@H]1C[C@H](CC(=O)NCCc3ccccc3)O[C@@H](CO)[C@@H]1O2,5,-2,-1,-3,13,-1,-3
O=C(C[C@H]1CC[C@H]2[C@@H](COC[C@H](O)CN2C(=O)c2ccccc2F)O1)NCc1ccc(Cl)c(Cl)c1,1,12,0,-11,22,nt,nt
CC(=O)NCCCc1nc2ccccc2n1Cc1ccc(C)cc1,nt,nt,nt,-11,nt,-1,-1
C[C@@H]1CCCCO[C@H](CN(C)C(=O)Nc2ccc(C(F)(F)F)cc2)[C@@H](C)CN([C@H](C)CO)C(=O)c2cc(N(C)C)ccc2O1,nt,nt,3,9,14,nt,nt
C[C@@H]1CN([C@H](C)CO)C(=O)c2cccc(N(C)C)c2O[C@@H]1CN(C)C(=O)Nc1cccc2ccccc12,1,nt,4,11,18,nt,-2

# (list continues)
SMILES,DENV2 CPE,ARNT TACC3 PPI,EWS-Fli block,LGR2 inh,PAX8 inh HTS,SIRT5 block,Casp6 inh
CCOc1nc(SCCOc2ccc(Cl)cc2Cl)nc(N(C)C)n1,nt,-12,nt,-3,-7,nt,nt
Cc1noc(C)c1S(=O)(=O)N(C)C[C@@H]1Oc2ccc(NC(=O)NC(C)C)cc2CC(=O)N([C@@H](C)CO)C[C@H]1C,-4,-1,-12,20,-27,-2,-2
C[C@@H](O)C#Cc1ccc([C@H]2[C@H]3CN(CC4CC4)CCCCN3[C@H]2CO)cc1,-2,-4,-2,8,1,2,2
COc1ccc(CNC(=O)C(c2ccc(O)cc2)N(Cc2ccco2)C(=O)c2snc(C(N)=O)c2N)cc1 (configuration not stated),-4,21,5,13,46,-1,1
C[C@@H]1CN([C@H](C)CO)C(=O)c2cc(NS(C)(=O)=O)ccc2O[C@@H](C)CCCCO[C@@H]1CN(C)S(=O)(=O)c1ccc(Cl)cc1,1,-4,-8,-27,-13,0,1
CC(C)NC(=O)N[C@@H]1CC[C@@H](CC(=O)N2CCCCC2)O[C@@H]1CO,-1,6,0,-18,-4,1,3
CCOc1ccccc1CNC(=O)c1ccc(NC(=O)C2=CSCCO2)cc1,-3,nt,nt,-20,-32,-3,-3
Cc1ccc(-c2nn(-c3ccccc3)cc2/C=N/n2c(-c3cccs3)n[nH]c2=S)cc1,8,nt,-5,-6,-28,-23,-1
CCCn1c(SCC(=O)NC(C)C)nc2sc3c(c2c1=O)CCC3,1,-11,1,-3,2,-5,-2
C[C@H]1CN([C@@H](C)CO)C(=O)c2cc(/C=C/c3ccccc3)cnc2O[C@H]1CN(C)S(=O)(=O)c1cccs1,1,0,13,9,nt,-5,1
O=c1c2ccccc2nc(-c2ccc(Br)cc2)n1Cc1ccccc1,nt,12,15,-5,nt,-5,0
Cc1ccc(S(=O)(=O)N(C)C)cc1-n1c(SCC(=O)Nc2ccc(F)c(F)c2F)nc2ccccc2c1=O,nt,-6,nt,2,22,nt,nt
COc1ccccc1CNc1nc(SC)ncc1CO,-9,-22,3,6,-2,-3,4
O=C(NNC(=S)NC(=O)c1ccco1)c1ccc(NC(=O)c2ccccc2)cc1,5,5,21,0,3,1,-2
Cc1cccc(NC(=O)NC2CCCCCCC2)c1C,-1,-4,-31,1,-9,-1,-1

# 3 entries from above, ordered by their value in LGR2 inh, descending.
mol	LGR2 inh
Cc1cccc(NC(=O)NC2CCCCCCC2)c1C	1
Cc1ccc(-c2nn(-c3ccccc3)cc2/C=N/n2c(-c3cccs3)n[nH]c2=S)cc1	-6
C[C@@H]1CN([C@H](C)CO)C(=O)c2cc(NS(C)(=O)=O)ccc2O[C@@H](C)CCCCO[C@@H]1CN(C)S(=O)(=O)c1ccc(Cl)cc1	-27
